Rin1 Abl inh = inhibitors of Rin1-Abl protein binding, primary screen, biochemical, TR-FRET; Tyrosine-protein kinase ABL1 (Homo sapiens) + Ras and Rab interactor 1 (Homo sapiens), …; inhibition, % at 7.35 µM; actives 0.4% (n = 360,000); in the data active means inhibition above about 5%, passing the limit was not always enough
E coli Lon inh = inhibitors of E. coli Lon protease, primary screen, biochemical, fluorescence polarization; purified E. coli Lon protease; inhibition, % at 7.94 µM; actives 0.42% (n = 360,000); in the data active means inhibition above about 13%, passing the limit was not always enough;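 further: 0% = enzyme with probe and DMSO and 100% = no enzyme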
FAS TE block = FAS thioesterase domain inhibitors, primary screen, biochemical, fluorescence intensity, uHTS | recombinant FAS-TE, OMFH fluorogenic substrate, fluorescence endpoint | inhibition, % at 15 µM | actives 0.67% (n = 360,000);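 active means compounds whose normalised, plate-corrected inhibition of enzyme fluorescence in the single-dose primary screen is 50% or more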;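 further: 0% = DMSO with enzyme and 100% = substrate without enzyme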
SKN-1 inh = suppressors of acrylamide-induced Pgst-4::GFP reporter in worms, primary screen, SKN-1 inhibitor project, whole organism, uHTS, GFP/RFP fluorescence ratio, strain VP596; inhibition, % at 21.8 µM; C. elegans VP596 Pgst-4::GFP/RFP ratio, 24 h; actives 0.49% (n = 360,000);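 active means interference check ratio from 0.5 to 1.5 plus GFP to RFP signal ratio inhibition reaching or exceeding a fixed threshold, cut at about 30% in these data, passing the limit was not always enough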; further: some compounds called inactive have numbers as strong as hits
MLLE-PAM2 inh = inhibitors of PABP1 MLLE–PAM2 peptide binding, primary screen, biochemical, fluorescence polarization, FITC-PAM2, GST-MLLE. Polyadenylate-binding protein 1 (Homo sapiens), P11940. inhibition, % at 20 µM. actives 0.36% (n = 360,000); in the data active means inhibition above about 35%, passing the limit was not always enough;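 further: plate controls were DMSO wells with GST-MLLE for no effect and wells lacking GST-MLLE protein for full effect; some results filed as inactive read as strong as hits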
Neddylation inh = inhibitors of cullin neddylation, primary screen, biochemical, TR-FRET, uHTS, NAE and Ubc12; actives 0.58% (n = 360,000); calls only at 25 µM; NEDD8-conjugating enzyme Ubc12 (Homo sapiens) + NEDD8-activating enzyme E1 regulatory …; in the data active means inhibition above about 36%
NRP1-CendR mod = modulators of CendR peptide binding to NRP-1, primary screen, biochemical, fluorescence polarization, uHTS; Neuropilin-1 (Homo sapiens), O14786; inhibition, % at 25 µM; actives 0.85% (n = 360,000); AID 602438, 2012; FAM-RPARPAR peptide binding to NRP-1;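 active means inhibition or corrected inhibition above about 18%, plus a signal ratio from 0.5 to 1.5, limit read from the data, passing the limit was not always enough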; further: strong numbers were not always called active
MT1-MMP act inh = blockers of MT1-MMP proenzyme processing, primary screen, HT1080 RFP-PRO-GFP cells, GFP/RFP fluorescence | Matrix metalloproteinase-14 (Homo sapiens), P50281 | GFP/RFP ratio fluorescence, overnight; percent of plate control window, DMSO zero | GFP/RFP ratio change, % at 20 µM | actives 0.061% (n = 360,000) | AID 651647, 2012;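 active means GFP/RFP ratio change of at least 30% with cell ATP level not reduced by more than half and red fluorescence within 50% of control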; further: strong numbers were not always called active
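Assay system: HT1080 RFP-PRO-GFP cells. Benchmarks: DMSO vehicle wells and RFP-L50D-GFP reporter cell wells. Times: overnight cell settling, then overnight compound exposure, 37 °C, 5% CO2. Compound: 20 µM single dose, 1% DMSO. Read-out basis: GFP/RFP fluorescence ratio.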
bovine MsrA act = bovine MsrA enzyme activators, primary screen, biochemical, absorbance, HTS; purified bovine MsrA, absorbance read-out; activation, % at 10.6 µM; actives 0.3% (n = 360,000); AID 602163, 2012; in the data active means activation above about 7.5%;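 further: 0% = vehicle and 100% = reference activator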
* = called active by the depositor; i = inactive; nt = not tested or not shown. Rows are unselected; overall some 4% were active at least once.

Order of results – SKN-1 inh, NRP1-CendR mod, MT1-MMP act inh, MLLE-PAM2 inh, E coli Lon inh, FAS TE block, Neddylation inh, bovine MsrA act, Rin1 Abl inh
(1) Cc1cc(-c2ccc(N3C(=O)CCC3=O)c(C)c2)ccc1N1C(=O)CCC1=O
    -14, -20, 0, -8, 3, 0, i, 1, 2
(2) O=C(CN(C(=O)c1csnn1)c1ccccc1F)NCc1ccc2c(c1)OCO2
    -4, -3, -3, 24, -4, 3, i, -1, 2
(3) COc1ccccc1Nc1ncc(-c2cccs2)s1
    10, -39, -9, -24, -15, 11, i, -4, -7
(4) CCOC(=O)c1c(NC(=O)CSc2nnc(-c3cccnc3)o2)sc(C)c1C
    -12, 9, 7, -5, -5, -1, i, 2, -1
(5) CCNc1[nH]c(=O)n(C)c(=O)c1N=O
    21, -2, -2, -2, 7, -6, i, -3, -4
(6) CS(=O)(=O)Nc1ccc(C(=O)NCCC2=CCCCC2)cc1
    -2, -13, -10, -11, -5, -7, i, -4, -2
(7) Cc1cccc(N2CCN(C(=O)CSc3ccsc3[N+](=O)[O-])CC2C)c1 (configuration not stated)
    -11, -1, 6, 14, -6, 25, i, -3, 4
(8) N#Cc1c(-c2cccc(Br)c2)cc(-c2cccnc2)nc1N
    25, -37, -1, -6, -1, 2, i, 0, -2
(9) CN(CCc1ccccc1)C(=O)c1ccc(NC(=O)Cc2cccc(NC(=O)C3CCN(C(=O)C4CC4)CC3)c2)cc1
    -19, -7, 2, 1, -8, 1, i, -8, 0
(10) CN(C)C1=NC[C@H](Cc2ccccc2)N1CCc1ccc(F)cc1
    -4, 4, -1, 1, 3, -26, i, -5, 5
(11) Cc1ccc(Cn2nnnc2CN2CCC(NC(=O)C(C)(C)C)CC2)cc1
    -1, 19, 0, -9, 3, -8, i, -8, 0
(12) COc1ccc(Nc2ncc(C(=O)O)c3ccccc23)cc1
    8, 4, -5, -8, -9, -12, i, -6, -1
(13) O=C(c1[nH]c(C(F)(F)F)nc1-c1ccccc1)N1CCc2ccccc2C1
    -3, -17, 1, 2, -10, -7, i, -1, 3
(14) COc1ccc(N2CSC(=S)N(c3ccc(OC)cc3)C2)cc1
    8, -6, 7, 25, -1, 3, i, -2, -3
(15) O=C(CCCOc1ccc(Cl)cc1Cl)NCCc1ccccn1
    1, -3, 1, 11, 7, -2, i, 0, 2
(16) O=C(CN(C1CCCCC1)S(=O)(=O)c1ccccc1)NCc1cccnc1
    6, 0, 2, 4, -3, -6, i, -2, -1
(17) Cn1cc2cccc([N+](=O)[O-])c2n1
    0, 10, 1, 1, -3, -5, i, -2, 0
(18) COc1cc(CCC(=O)N2CCN(c3ncccn3)CC2)cc(OC)c1OC
    7, 4, 2, -8, 0, -4, i, -4, -1
(19) COc1cc(Cl)c(NS(=O)(=O)c2ccc(-c3ccc(=O)[nH]n3)o2)c(OC)c1
    0, -5, 4, -10, -1, 1, i, -3, -2
(20) Cc1ccccc1N1CC(O)(c2cccs2)[N+]2=C1CCCC2 (configuration not stated)
    7, -5, -6, -8, -8, -3, i, -1, -2
(21) O=C(CSc1nnnn1C1CC1)Nc1cc(S(=O)(=O)N2CCCC2)ccc1Cl
    0, 3, -1, 0, 6, -1, i, 0, 0
(22) O=c1c(-c2ccc(O)cc2)coc2cc(OC3OC(CO)C(O)C(O)C3O)ccc12 (configuration not stated)
    0, -6, 1, 8, -5, -8, i, 3, 2
(23) Cc1ccc(C(C(=O)NC2CCCCC2)N(CC2CCCO2)C(=O)CNC(=O)c2ccco2)cc1 (configuration not stated)
    -5, -7, 2, 6, -6, -8, i, -6, 1
(24) CCCCn1c(N)c(N(CC(C)C)C(=O)C2CCN(S(=O)(=O)c3ccc(C)c(C)c3)CC2)c(=O)[nH]c1=O
    -8, 2, -10, -18, -2, -6, i, -4, -2
(25) CC1CCCCC1Nc1ncnc2sccc12 (configuration not stated)
    13, 3, 13, 3, 0, 0, i, -13, -1
(26) COc1ccc(CNC(=O)C[C@@H]2CC[C@@H](NS(=O)(=O)c3cccc(OC)c3)[C@@H](CO)O2)cc1
    -6, -4, 0, nt, nt, nt, i, nt, nt
(27) CCOC(=O)CCSc1nnc(-c2cccnc2)n1-c1ccccc1OC
    16, 7, -1, 9, -2, -4, i, -2, 4
(28) C[C@@H]1CN([C@@H](C)CO)C(=O)CCCn2nncc2CO[C@@H]1CN(C)S(=O)(=O)c1ccc(Oc2ccccc2)cc1
    -4, -10, 0, -7, -5, -15, i, -3, 2
(29) O=C(COC(=O)CCc1nc2ccccc2c(=O)[nH]1)NC(c1ccccc1)c1ccccc1
    12, 12, 1, -9, 1, 3, i, -1, 1
(30) O=[N+]([O-])c1ccc(-n2nnnc2CN2CCCCC2)cc1
    -2, 24*, 0, 0, -6, -2, i, 0, 1
(31) NNC(=O)Cn1c(-c2ccccc2)cc(=O)n2ncnc12
    1, -6, -1, -8, -10, -6, i, -2, -3
(32) O=C(Nc1ncccc1O)c1ccc(S(=O)(=O)NCc2ccco2)cc1
    4, -3, 6, 17, 7, -13, i, -6, 1
(33) Cc1ccc(C(=O)C2=C(O)C(=O)N(CC3CCCO3)C2c2ccccc2F)o1 (configuration not stated)
    9, 1, -2, 5, 6, -5, i, -6, -5
(34) CCCCN(CC)CCCNC(=S)Nc1ccc2nc3n(c(=O)c2c1)CCCCC3
    9, 1, -1, 10, -10, -4, i, -2, -5
(35) CNS(=O)(=O)c1ccc(CNC[C@H]2O[C@@H](n3cnc(C(N)=O)n3)[C@H](O)[C@@H]2O)cc1
    5, 6, 3, -2, -3, -8, i, -6, -4
(36) Cc1cc(C)c(OCCN2CC(C)OC(C)C2)c(Br)c1 (configuration not stated)
    5, 6, -2, -1, 5, -2, i, 0, 3
(37) Cn1c(N)c(C(=O)COC(=O)/C=C/c2ccccc2F)c(=O)n(C)c1=O
    -2, 12, 5, -21, -8, -4, i, -4, 1
(38) O=C(CCNc1ccc(F)cc1)c1cc2ccccc2o1
    -3, 8, 2, 14, 8, -2, i, 0, -2
(39) CC1(C)CC(=O)C(C(C2=C(O)CC(C)(C)CC2=O)c2ccc(Br)s2)C(=O)C1 (configuration not stated)
    19, -87, -3, 23, 4, -3, i, -1, 0
(40) COc1ccc(CNC(=O)c2ccc(C(C)C)cc2)cc1
    -7, -3, 4, 14, -6, 8, i, -7, 5

A draw from above in order of molecular weight, high to low.
Order of results – SKN-1 inh, NRP1-CendR mod, MT1-MMP act inh, MLLE-PAM2 inh, E coli Lon inh, FAS TE block, Neddylation inh, bovine MsrA act, Rin1 Abl inh
(28) C[C@@H]1CN([C@@H](C)CO)C(=O)CCCn2nncc2CO[C@@H]1CN(C)S(=O)(=O)c1ccc(Oc2ccccc2)cc1
    -4, -10, 0, -7, -5, -15, i, -3, 2
(23) Cc1ccc(C(C(=O)NC2CCCCC2)N(CC2CCCO2)C(=O)CNC(=O)c2ccco2)cc1 (configuration not stated)
    -5, -7, 2, 6, -6, -8, i, -6, 1
(39) CC1(C)CC(=O)C(C(C2=C(O)CC(C)(C)CC2=O)c2ccc(Br)s2)C(=O)C1 (configuration not stated)
    19, -87, -3, 23, 4, -3, i, -1, 0
(21) O=C(CSc1nnnn1C1CC1)Nc1cc(S(=O)(=O)N2CCCC2)ccc1Cl
    0, 3, -1, 0, 6, -1, i, 0, 0
(35) CNS(=O)(=O)c1ccc(CNC[C@H]2O[C@@H](n3cnc(C(N)=O)n3)[C@H](O)[C@@H]2O)cc1
    5, 6, 3, -2, -3, -8, i, -6, -4
(27) CCOC(=O)CCSc1nnc(-c2cccnc2)n1-c1ccccc1OC
    16, 7, -1, 9, -2, -4, i, -2, 4
(32) O=C(Nc1ncccc1O)c1ccc(S(=O)(=O)NCc2ccco2)cc1
    4, -3, 6, 17, 7, -13, i, -6, 1
(37) Cn1c(N)c(C(=O)COC(=O)/C=C/c2ccccc2F)c(=O)n(C)c1=O
    -2, 12, 5, -21, -8, -4, i, -4, 1
(36) Cc1cc(C)c(OCCN2CC(C)OC(C)C2)c(Br)c1 (configuration not stated)
    5, 6, -2, -1, 5, -2, i, 0, 3
(30) O=[N+]([O-])c1ccc(-n2nnnc2CN2CCCCC2)cc1
    -2, 24*, 0, 0, -6, -2, i, 0, 1
(31) NNC(=O)Cn1c(-c2ccccc2)cc(=O)n2ncnc12
    1, -6, -1, -8, -10, -6, i, -2, -3
(40) COc1ccc(CNC(=O)c2ccc(C(C)C)cc2)cc1
    -7, -3, 4, 14, -6, 8, i, -7, 5

Remaining list, next part:
Order of results – SKN-1 inh, NRP1-CendR mod, MT1-MMP act inh, MLLE-PAM2 inh, E coli Lon inh, FAS TE block, Neddylation inh, bovine MsrA act, Rin1 Abl inh
(41) COc1ccc(NC(=O)/C=C/c2cc(OC)c(OC)c(OC)c2)cn1
    4, -2, -1, -6, -4, -5, i, 1, 0
(42) Cc1cc(C)n(-c2cc(C(C)(C)C)nc3c(-c4ccccc4)cnn23)n1
    12, 3, -3, 8, 2, 30, i, 0, 1
(43) COC(C(=O)Nc1ccnn1C1CCN(C(=O)c2cccc(F)c2)CC1)c1ccccc1 (configuration not stated)
    -4, -9, 1, -2, -6, -1, i, -12, 2
(44) COc1ccc(NC(=O)c2ccc(NCCCN3CCOCC3)c([N+](=O)[O-])c2)cc1
    8, 10, 8, -12, 14, 4, i, -6, -11
(45) COCCNC(=O)Cn1cnc2sc(C)c(S(=O)(=O)N3CCN(c4ccccc4OC)CC3)c2c1=O
    7, -4, 2, -7, -9, -3, i, -2, 1
(46) Cc1ccccc1CC1(CO)CCCN(C(=O)c2ccc(F)cc2)C1 (configuration not stated)
    5, -1, -6, 7, -14, 0, i, -2, -6
(47) COC(=O)Nc1snnc1C
    -13, 4, 8, -7, 4, -9, i, -16, -1
(48) CCN1CCN(c2cc(=O)n(Cc3ccc(F)cc3)c(=O)[nH]2)CC1
    -2, -9, 2, 4, 1, -7, i, -2, -3
(49) O=C(O)/C=C\C(=O)Nc1ccc(OCc2ccccc2)cc1
    4, -2, 4, 19, 4, -3, i, -1, 3
(50) CN(CC(=O)Nc1ccc(F)cc1)C(=O)CSc1nnc(Cc2ccccc2)o1
    10, 8, 0, 0, -10, 1, i, -1, 1
(51) NC(COCc1ccccc1)c1csc(Nc2cc(Oc3ccccc3)ncn2)n1 (configuration not stated)
    -4, -13, nt, 5, -5, -17, i, -10, 1
(52) COc1cccc(CN(C)S(=O)(=O)c2ccc3c(c2)OCCO3)c1
    -6, 19*, 3, 14, -7, 12, i, -2, 0
(53) CCC(C(=O)NC1CCCC1)N(C(=O)Cn1nnc(-c2cccs2)n1)c1cnc2ccccc2c1 (configuration not stated)
    -17, 10, -3, 11, -2, -6, i, -5, 0
(54) O=C(NCC1CCCO1)C1CCN(S(=O)(=O)c2cccnc2)CC1 (configuration not stated)
    -25, -8, 2, 3, -3, -6, i, -11, -3
(55) COc1ccc(NC2CCCN(C(=O)c3cc(CC(C)C)nc(N)n3)C2)cc1 (configuration not stated)
    3, 1, 3, 0, 0, -3, i, 0, 3
(56) CCN(CC(=O)Nc1cc(Cl)ccc1C)C(=O)c1ccc(=O)n(Cc2ccccc2)n1
    8, -2, -4, 3, -10, 2, i, -2, -1
(57) NS(=O)(=O)c1ccc(NC2=CC(c3ccc([N+](=O)[O-])cc3)N(c3ccc(S(N)(=O)=O)cc3)C2=O)cc1 (configuration not stated)
    -8, -3, 11, 23, 1, 2, i, -4, 0

Assay outcomes (PubChem)
